# NSD2 HMT inh: blocks human histone methyltransferase NSD2 | O96028 | NSD2 peptide methylation, AlphaScreen, 120 min | inhibition, % at 12.5 µM | 310,000 compounds, 0.54% hits | AID 743445; in the data active = inhibition above about 50%
# Target sequence (O96028 whole entry, looked up): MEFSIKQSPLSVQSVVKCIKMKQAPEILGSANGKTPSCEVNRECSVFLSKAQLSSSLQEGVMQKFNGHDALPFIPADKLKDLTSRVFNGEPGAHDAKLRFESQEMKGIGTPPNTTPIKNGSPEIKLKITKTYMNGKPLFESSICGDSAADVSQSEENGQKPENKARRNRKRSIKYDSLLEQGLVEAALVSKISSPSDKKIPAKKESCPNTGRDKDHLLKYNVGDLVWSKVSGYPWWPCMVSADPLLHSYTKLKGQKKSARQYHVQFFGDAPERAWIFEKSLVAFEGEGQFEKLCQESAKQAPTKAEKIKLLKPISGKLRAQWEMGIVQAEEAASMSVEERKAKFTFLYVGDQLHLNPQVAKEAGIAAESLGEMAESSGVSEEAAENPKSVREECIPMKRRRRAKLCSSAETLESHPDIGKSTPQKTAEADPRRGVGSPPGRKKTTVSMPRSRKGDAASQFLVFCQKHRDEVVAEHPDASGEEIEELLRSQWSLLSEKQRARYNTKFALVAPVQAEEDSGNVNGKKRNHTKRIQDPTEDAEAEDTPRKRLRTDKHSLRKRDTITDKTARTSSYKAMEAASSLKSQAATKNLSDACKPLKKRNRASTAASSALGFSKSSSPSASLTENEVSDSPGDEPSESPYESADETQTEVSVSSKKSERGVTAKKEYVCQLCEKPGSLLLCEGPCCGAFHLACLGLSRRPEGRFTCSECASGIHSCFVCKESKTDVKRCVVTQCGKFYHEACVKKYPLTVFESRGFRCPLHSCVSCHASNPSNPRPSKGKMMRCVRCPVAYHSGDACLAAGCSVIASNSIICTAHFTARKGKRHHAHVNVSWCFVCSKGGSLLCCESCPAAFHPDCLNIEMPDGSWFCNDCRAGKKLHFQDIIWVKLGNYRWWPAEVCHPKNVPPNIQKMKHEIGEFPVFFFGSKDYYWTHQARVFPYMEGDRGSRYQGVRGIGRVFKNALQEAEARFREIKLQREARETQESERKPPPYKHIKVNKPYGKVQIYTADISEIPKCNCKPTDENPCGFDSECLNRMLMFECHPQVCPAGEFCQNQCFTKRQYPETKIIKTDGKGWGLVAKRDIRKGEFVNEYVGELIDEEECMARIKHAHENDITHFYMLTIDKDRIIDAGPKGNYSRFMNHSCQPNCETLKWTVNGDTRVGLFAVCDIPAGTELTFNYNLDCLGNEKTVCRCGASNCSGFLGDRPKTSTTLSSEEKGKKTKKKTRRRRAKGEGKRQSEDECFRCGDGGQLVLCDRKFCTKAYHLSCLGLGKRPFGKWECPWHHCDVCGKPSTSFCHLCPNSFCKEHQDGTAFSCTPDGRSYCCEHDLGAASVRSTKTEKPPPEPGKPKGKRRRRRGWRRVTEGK
# SUMO Mot1 rescue: blocks SUMOylation pathway, rescuing yeast Mot1-301 growth; S. cerevisiae Mot1-301 growth rescue, ATP luminescence, 38.5C; percent above DMSO median, 100 means doubled; growth rescue, % at 18.8 µM; AID 2716; 320,000 compounds, 1% hits;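 active = every valid replicate shows activation above 250% relative to neutral control wells; inactive = the rest, any valid replicate at or below 250%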;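 note: OY570 slx delta 5 strain wells were the positive control but not used for scaling; some compounds called inactive have numbers as strong as hits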
# Arrestin-AP2 inh: blocks beta-arrestin peptide binding to AP2 adaptin; FITC-arrestin peptide / GST-AP2 beads, flow cytometry; AP2 beta2 appendage carries R879A mutation; inhibition, % at 10 µM; 340,000 compounds, 0.31% hits; AID 504490;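 active = inhibition above a set limit, near 3 SD of compounds lacking own fluorescence, cut at about 54% in these data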;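 note: plate controls were DMSO wells for no effect and 5 µM unlabelled arrestin peptide for full effect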
#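 System: GST-AP2 R879A glutathione beads | Also added: FITC-arrestin peptide, 50 nM | Times: 12 min plus 1 h, RT | Signal: Bead flow cytometry, FITC channel | Buffer or medium: PBS with 0.05% Tween 20 and 0.1% BSA | Read-out basis: Percent drop in bead-associated FITC signal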
# PKA-R2B act: PKA-R2B complex activation | PKA-R2B holoenzyme dissociation, Cy5-IP20 fluorescence polarization; R2B truncated from residue 108, S112A mutant; 0% DMSO only, 100% 113 µM cGMP | activation, % at 11.4 µM | 340,000 compounds, 0.079% hits | AID 504700;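 active = activation above a cutoff set at the mean over all compounds plus 3 SD, cut at about 18% in these data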;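 note: higher means more holoenzyme dissociation and a rise in polarization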
# Pemphigus Ab inh: human desmoglein-3 autoantibody binding inhibition. P32926. DSG3-coupled beads, scFv-anti-DSG3-GFP binding, flow cytometry; hits give low values. binding (percent of control), % at 10 µM. 310,000 compounds, 0.48% hits. AID 588358;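 active = binding more than 3 SD below its plate's average and above zero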;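 note: hits lower antibody fragment binding to DSG3; some compounds called inactive have numbers as strong as hits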
# CDK5 inh: inhibitors of human CDK5/p35 kinase | inhibition, % at 10 µM | 330,000 compounds, 0.01% hits | Q00535+Q15078 | Recombinant CDK5/p35, ADP-Glo luminescence, 60 min;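 active = highest replicate inhibition of at least 50% and at least 75% of replicates reaching 50%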;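 note: plate controls were DMSO neutral control for no effect and GW8510 at 10 µM for full effect; many of its hits are not listed in these tables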
# SR-BI uptake up: enhances SR-BI lipid uptake from DiI-HDL | CHO ldlA[mSR-BI] cells, DiI-HDL uptake fluorescence, 3 h; 100 = double the neutral-control signal | 320,000 compounds, 0.096% hits | activation, % at 12.5 µM;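 active = mean replicate activation of at least 60% and every replicate at or above 60%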;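 note: 0% = median plate neutral-control signal and 100% = twice that signal; values of inactives mirror those of a sister screen read the other way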
#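 System: CHO ldlA[mSR-BI] cells / Medium: HEPES-buffered (25 mM, pH 7.4) F12 plus 0.5% BSA / Probe or stimulus: labelled HDL, 10 µg/mL / Doses: single compound concentration, delivered by pin transfer / Schedule: 3 h, 37 °C / Measured by: DiI fluorescence, bottom read / Measure: cell-associated DiI fluorescence as measure of HDL uptake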
# PKA-R1A act: activates the PKA-R1A holoenzyme complex. P00514+P68181. PKA-R1A dissociation, Cy5-IP20 fluorescence polarization; scaled: DMSO 0%, 113 µM cGMP 100%. activation, % at 11.4 µM. 340,000 compounds, 0.083% hits. AID 504707;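 active = percent activation above the mean of all tested compounds plus 3 SD, cut at about 19% in these data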;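 note: higher means more PKAc released from R1A so a rise in polarization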
# MITF TRPM1 HTS: activators of MITF-driven TRPM1 promoter activity in SK-MEL-5 cells. activation, % at 12.5 µM. 300,000 compounds, 0.75% hits. SK-MEL-5 TRPM1-promoter luciferase, 24 h; % of positive control, neutral wells = 0;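 active = mean activation of at least 80% with every replicate also reaching 80%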;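 note: 0% = neutral control wells and 100% = parthenolide positive control wells; values of inactives mirror those of a sister screen read the other way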
# dFosB act: enhances mouse delta FosB homodimer DNA binding | P13346 | purified delta FosB, TAMRA-CDK5 oligo fluorescence polarization; percent of positive-control signal above neutral wells | activation, % at 25 µM | 340,000 compounds, 0.99% hits | AID 493131;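 active = mean activation above about 17%, with every replicate also reaching it, limit read from the data, passing the limit was not always enough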;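 note: fluorescence polarization rise as delta FosB binds a TAMRA Cdk5 AP-1 oligo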
# SR-BI DiI inh: blocks mouse SR-BI lipid uptake from DiI-HDL; AID 488896; Q61009; inhibition, % at 12.5 µM; 320,000 compounds, 0.96% hits; ldlA[mSR-BI] CHO cells, DiI-HDL uptake fluorescence, 3 h;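 active = mean replicate inhibition of at least 70% and a set share of replicates each scoring 70 or more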;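 note: 0% = median of neutral control wells and 100% = median of positive control wells; values of inactives mirror those of a sister screen read the other way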
# Numbers without * were called inactive; . = no result given.
NSD2 HMT inh	SUMO Mot1 rescue	Arrestin-AP2 inh	PKA-R2B act	Pemphigus Ab inh	Compound	CDK5 inh	SR-BI uptake up	PKA-R1A act	MITF TRPM1 HTS	dFosB act	SR-BI DiI inh
3	9	15	5	99	O=C(NCC(=O)N(c1cccc(F)c1)C(C(=O)NC1CCCC1)c1cccnc1)c1cccs1 (stereo not drawn)	-1.3	-7	17	.	-8	7
0	-11	-3	-11	97	COc1ccc(C(C(=O)NC2CCCCC2)N(C(=O)c2ccccn2)c2cccnc2)c(OC)c1 (stereo not drawn)	0.2	.	1	11	2	.
.	73	4	2	105	NC(=O)CCCn1c(C(=O)c2cc(Cl)c(N)c(Cl)c2)c2ccc([N+](=O)[O-])cc2[n+]1[O-]	1.2	-28	-3	-55	-4	28
-2	5	9	-7	109	CCOc1ccc(C(C)NC(=O)c2cc(=O)[nH]c3ccccc23)cc1OCC (stereo not drawn)	-0.8	.	-3	.	-1	.
-5	8	-14	-2	.	CC(C)c1nc2sc3c(c2c(=O)[nH]1)CC(C)(C)OC3	0.1	19	-7	-6	1	-19
5	4	-2	4	109	CCCc1cc(=O)[nH]c(SCC(=O)N2CC3(C)CC2CC(C)(C)C3)n1 (stereo not drawn)	0.1	.	-3	3	-1	-34
-11	-7	20	5	97	COc1ccc(C(=O)C2CCCCC2=O)cc1 (stereo not drawn)	0.9	10	-2	0	6	3
6	1	3	-3	80	N=C(N)N=Nc1c(O)[nH]c2ccc(Br)cc12	34	32	4	0	16	-32
.	.	56*	8	109	C=CC(=O)Nc1ccc(Nc2ccnc(Nc3ccc(N4CCN(C)CC4)cc3)n2)cc1	11	-5	-9	-13	-78	5
.	.	-5	-9	95	CCCCN1CC(COCc2ccccc2)OCCS1(=O)=O (stereo not drawn)	1.5	17	-2	-1	6	-17
18	4	24	-9	100	O=C(Nc1ccc(S(=O)(=O)Nc2nccs2)cc1)C1=NN(c2ccccc2)C(=O)CC1	0.9	-1	-12	-21	-9	1
-1	-3	22	2	92	CCOC(=O)c1c(/N=C/c2ccccc2O)sc2c1CCC2	0.3	14	4	6	-11	-14

# 3 entries from above, reformatted:
NSD2 HMT inh	SUMO Mot1 rescue	Arrestin-AP2 inh	PKA-R2B act	Pemphigus Ab inh	CDK5 inh	SR-BI uptake up	PKA-R1A act	MITF TRPM1 HTS	dFosB act	SR-BI DiI inh	SMILES
-11	-7	20	5	97	0.9	10	-2	0	6	3	COc1ccc(C(=O)C2CCCCC2=O)cc1 (stereo not drawn)
-1	-3	22	2	92	0.3	14	4	6	-11	-14	CCOC(=O)c1c(/N=C/c2ccccc2O)sc2c1CCC2
18	4	24	-9	100	0.9	-1	-12	-21	-9	1	O=C(Nc1ccc(S(=O)(=O)Nc2nccs2)cc1)C1=NN(c2ccccc2)C(=O)CC1

# New compounds follow
NSD2 HMT inh	SUMO Mot1 rescue	Arrestin-AP2 inh	PKA-R2B act	Pemphigus Ab inh	Compound	CDK5 inh	SR-BI uptake up	PKA-R1A act	MITF TRPM1 HTS	dFosB act	SR-BI DiI inh
-8	11	-8	1	94	CCN(CC)S(=O)(=O)c1cccc(C(=O)Nc2ccccc2)c1	1.3	-43	-18	.	-8	43
6	31	-7	-4	107	Cc1sc2ncnc(N3CCN(CCOc4ccc(Cl)cc4)CC3)c2c1C	-4.9	-4	-2	-29	-6	4
.	52	7	0	101	O=C1CN(C(=O)c2ccc(Br)o2)C(c2ccccc2)c2cc(Br)ccc2N1 (stereo not drawn)	0.7	-1	-13	.	0	1
10	43	3	2	95	O=C(OCC(=O)N1CCc2ccccc21)c1cccnc1Cl	-1.2	-32	-1	50	-2	32
-2	-14	12	4	96	CCOc1ccc(CC(=O)N/N=C/c2cccnc2)cc1	2.0	8	6	.	-13	-8
-4	.	12	4	103	Cc1ccc(NC(=O)c2ccc(CSc3nnc(-c4ccncc4)n3C)cc2)c(C)c1	1.5	-20	2	5	-3	20
7	-12	-5	1	.	CN(C)c1ccc(N2C(=NC(=O)c3ccccc3)SC3CS(=O)(=O)CC32)cc1 (stereo not drawn)	0.3	-3	2	2	-3	3
1	-4	-6	-7	103	COc1ccc(CCNc2cc(C)[nH]c(=O)c2)cc1OC	-0.8	19	-5	15	-2	-19
.	116	-17	0	101	Cc1onc(-c2ccccc2Cl)c1C(=O)Oc1cc(N)n(S(=O)(=O)c2ccc(F)cc2)n1	-0.7	-13	-6	-3	-14	13
13	.	3	-9	96	CCOC(=O)c1c(NC(=S)Nc2cccc(C)c2)sc2c1CC(C)(C)SC2	-3.6	-87	-2	-11	-5	87*
14	-12	-10	-6	.	COc1cccc(CN2CC(C(=O)NCCN3CCOCC3)CCC2=O)c1 (stereo not drawn)	-0.1	7	6	1	-4	-7
.	-14	28	-5	100	O=C(C[C@H]1C/C=C\CCCC(=O)OC[C@H]2CCCN2C1=O)NCCO	-1.9	2	-4	4	3	-2
.	-13	11	10	104	CCOc1ccc(N/C(N)=N/c2nc(C)cc(C)n2)cc1	0.1	-18	-1	1	-11	18
0	6	15	6	114	Cc1cc(NC(=O)/C=C\C(=O)O)c([N+](=O)[O-])cc1C	-2.7	-4	-1	-7	-2	4
-2	45	-3	-6	101	O=C(CCN=C1NS(=O)(=O)c2ccccc21)N1CCc2ccccc2C1	1.7	14	5	-4	-11	-14
4	27	44	-9	129	CCCN1CCc2c(sc(NC(=O)C3CCN(S(=O)(=O)c4cccs4)CC3)c2C(N)=O)C1	0.7	21	6	-5	-10	-21
-1	-7	2	-9	95	O=C(NCc1cccnc1)C1CCN(S(=O)(=O)c2cc([N+](=O)[O-])ccc2Cl)CC1	-0.9	-6	-5	-5	1	6
2	10	4	1	108	Cc1ccc(-c2ccc(=O)n(CC(=O)NCCN3CCCCC3C)n2)cc1 (stereo not drawn)	-1.6	23	-6	-2	-4	-23
9	172	-3	-3	107	COc1cc(OC)c(NC(=O)c2cncn2-c2ccc(F)cc2)cc1Cl	-6.6	-72	-3	8	-8	72*
0	3	4	-7	97	COc1ccc(N(C(=O)c2cccc(OC)c2OC)C2C=CS(=O)(=O)C2)cc1 (stereo not drawn)	0.1	2	-5	-6	2	-2
.	12	8	0	97	CCC(CO)Oc1cc(NCc2cccnc2)c2ncn(C(C)C)c2c1 (stereo not drawn)	3.1	6	0	-35	0	-6
-3	-1	1	-4	98	COc1ccc(C2SCC(C(=O)O)N2C(C)=O)cc1 (stereo not drawn)	0.1	27	4	-3	5	-27
0	88	1	-1	109	COCCNC(=O)c1cccc(OC2CCN(Cc3ccc(C(=O)OC)cc3)CC2)c1	0.6	22	5	-6	-7	-22
0	-3	10	1	107	Oc1ccc(Nc2nc(-c3ccccc3F)nc3ccccc23)cc1	-7.0	-23	-2	-19	-9	23
-3	-11	2	-3	101	CCc1ccccc1NC(=O)CN1CCN(C(=O)CNC(=O)c2ccc(N3CCCC3=O)cc2)CC1	1.0	9	-6	6	4	-9
0	3	15	4	99	CSc1cc(-c2ccccc2)n(Cc2c(Cl)cccc2Cl)c(=O)c1C#N	0.7	40	-12	-12	-2	-40
1	.	-3	0	.	COc1cccc(NC(=O)C(C)Sc2nnc(C3CC3)n2C2CC2)c1 (stereo not drawn)	0.2	-33	-3	-6	1	33
1	-6	3	-3	101	CC1CCN(C(=O)CSc2nc(=O)n3ccccc3n2)CC1	1.6	19	-16	5	-7	-19
0	-15	11	-1	110	COc1ccc(OC)c(NC(=O)c2cc3c(=O)n4ccccc4nc3n2C)c1	-0.5	15	-11	13	-7	-15
-2	-11	22	-1	100	CCc1ccc(C(=O)OCC(=O)NC2CCCC2)cc1	0.9	3	9	5	7	-3
32	-8	22	-7	137	O=C(Cc1ccccc1)c1nc2ccccc2s1	0.8	8	-8	13	-1	-8
-1	5	-12	-7	100	COc1ccc(S(=O)(=O)NCC2CCCN(C(=O)CSC)C2)cc1 (stereo not drawn)	1.6	10	-6	-3	2	-10
3	18	-5	-7	102	O=C(NCCCl)Nc1ccc(Cl)c([N+](=O)[O-])c1	0.7	-13	0	5	0	13
0	7	-6	1	107	O=C(/C=C/c1ccc(F)cc1)NC(=S)N1CCN(c2ccccn2)CC1	-0.4	25	-2	.	3	-25
1	-8	-8	-12	96	O=[N+]([O-])c1cc(C(F)(F)F)ccc1NN=C1CCCC1	0.7	16	5	12	1	-16
-2	161	-4	-8	.	CCCS(=O)(=O)NCc1cn2cccc(C)c2n1	-1.0	32	0	12	-8	-32
.	3	11	2	107	Cc1ccc(-c2cc(C(F)F)nc(N3CCC(C)CC3)n2)cc1	-0.9	-60	-6	.	-1	60
-1	-23	1	-8	105	C=C(C)CSc1nc2nc(C)c(Br)cc2[nH]1	-1.7	-5	6	63	5	5
1	311*	21	-5	94	O=C(O)c1cccc(-c2ccc(/C=N/Nc3ccc([N+](=O)[O-])cc3)o2)c1	1.0	21	-13	9	-7	-21
-1	-1	35	-2	112	COCCC(=O)N1CCC(Oc2ccc(C(=O)N(C)C3CCCCC3)cc2)CC1	0.5	-2	1	.	6	2
.	6	9	11	100	COC(=O)c1ccc2nc(C)cc(Nc3ccc(N(C)C)cc3)c2c1	0.8	3	1	4	5	-3
-4	8	6	-12	102	O=C(CSc1nnc(COc2ccc3c(c2)CCCC3)o1)Nc1ccc(F)cc1	-0.3	15	-6	-2	0	-15
.	3	10	-9	104	COc1ccc(-c2nc(Cn3c(SCc4ccccc4F)nc4ccncc43)c(C)o2)cc1	0.9	-16	-4	0	-2	16
0	.	.	3	124	CCc1ccc(-c2nc(CSCC(=O)NCc3ccco3)c(C)o2)cc1	0.9	-16	-1	-30	-12	16
2	831	-9	1	.	S=C1NCCOCCOCCOCCN1	-0.2	23	-1	-4	-6	-23
0	34	-4	-3	101	Cc1ccc(C(=O)N/N=C\c2ccncc2)s1	0.6	8	-9	24	-15	-8
.	3	5	-5	99	CC(=O)N1CCc2c(sc(NC(=O)CN3C(=O)CCC3=O)c2C(N)=O)C1	12	16	5	-8	-6	-16
-1	9	4	-1	84	Cc1cc2nc(CSc3ccc(Cl)cc3)cc(=O)n2[nH]1	3.4	2	1	-12	-3	-2

# Screening results as filed in PubChem.
